High-throughput results deposited in PubChem by several laboratories.
Insulin prom inh: TRM-6 insulin promoter activity inhibition. TRM-6 cells (human fetal islet line), insulin promoter-eGFP reporter, imaging; reporter expression induced with tamoxifen. inhibition, % at 2 µM. 0.9% of 130,000 active. AID 1273;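 active = inhibition above the mean plus 3 SD, with well images judged a real hit on visual review, cut at about 60% in these data, passing the limit was not always enough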
sdo1 growth: compounds rescuing growth of sdo1-depleted yeast, bone marrow failure model | z-score at 10 µM | 0.21% of 140,000 active | S. cerevisiae sdo1-depleted JHY4D growth rescue, OD600 30 h; stronger effect = higher value; pdr5 snq2 efflux-pump mutant strain | AID 817;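 active = z-score above 3 at both the 24 hr and the 30 hr optical density reads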;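 also: z-score against mean and SD of all compound wells on the same plate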
sdo1 growth Rescue 24 h: further read-out of sdo1 growth, marked with its call; z-score; S. cerevisiae sdo1-depleted JHY4D growth rescue, OD600; measured here: growth rescue at 24 h;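 0 is the plate mean of compound wells and units are plate SD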
An asterisk follows results filed as active; nt = no result given; & = joins results of further samples. These rows are one share of the data; the hit share may differ from the screen's.

Insulin prom inh,sdo1 growth,sdo1 growth Rescue 24 h,SMILES
nt,-0.01,-0.73,Cc1nn(CC(=O)NCc2ccccc2)c(=O)c2ccccc12
-60,1.6,1.7,CCOc1ccc(NC(=O)CSc2nnc(C)n2CC2CCCO2)cc1 (stereo not drawn)
nt,-0.96,-0.91,CN1/C(=C/C2CC(=O)N(c3ccc([N+](=O)[O-])cc3)C2=O)C(C)(C)c2ccccc21 (stereo not drawn)
nt,0.4,-0.67,O=C(O)c1ccc(N/N=C/c2ccc(F)c(F)c2)cc1
0,0.87,0.81,CN1CCN(C(=S)Nc2cccc(C(F)(F)F)c2)CC1
38,0.34,-0.16,CCOC(=O)CNC(=O)Cn1cnc2c(nnn2-c2cccc(Cl)c2)c1=O
-41,-1.5,-1,Cc1nc2sccn2c(=O)c1CCN1CCC(=C(c2ccccc2)c2ccc(F)cc2)CC1
-3,-0.28,-0.69,Cc1ccc(Oc2ccc(OCC(=O)NC(C)C(=O)O)cc2)cc1 (stereo not drawn)
29,nt,nt,CC(C)n1c(Oc2ccc(F)cc2)nc2c1c(=O)n(C)c(=O)n2C
nt,-0.29&0.45,-0.64&0.11,CCOC(=O)c1c(NC(=O)CSc2nc3ccccc3s2)sc(C(C)=O)c1C
-23,-0.19,-0.3,CCNC(=O)CON=C1c2ccccc2-c2ccccc21
-40,0.18,0.01,COc1ccc(OC)c(CN(CCN2CCOCC2)C(=O)Nc2ccccc2)c1
31,nt,nt,Cc1ccc(-c2cn3cc(C)ccc3n2)cc1
-36,nt,nt,CCN1/C(=C2/SC(=S)NC2=O)Sc2ccccc21
60,nt,nt,COC(=O)c1cc(NC(=O)/C=C/c2ccccc2)ccc1O
6,nt,nt,O=c1ccc(-c2ccc([N+](=O)[O-])cc2)nn1-c1ccccc1
-44,0.63,1.9,c1ccc(C2C/C(=N\N3CCOCC3)c3ccccc3O2)cc1 (stereo not drawn)
nt,0.05,-0.47,COCCCn1c(=NC(=O)c2ccncc2)c(C#N)cc2c(=O)n3cccc(C)c3nc21
31,1.6,0.79,Cc1cc(-c2n[nH]c(=S)n2/N=C/c2cccs2)n[nH]1
-121,0.34,-0.01,CC(C(=O)NC1=NCCS1)N1C(=O)C2CC=CCC2C1=O (stereo not drawn)
-250,0.75,0.51,Cc1nccn1CC(O)COc1ccccc1 (stereo not drawn)
-1,0.12,0.72,CCOc1cccc(C(=O)Nc2cccc(-c3nc4ncccc4o3)c2C)c1
-26,nt,nt,O=C(NCCc1ccccc1)c1ccc2nccnc2c1
nt,0.09,-0.42,COc1cc2c(cc1OC)-c1nnc(C)n1C1(CCCC1)C2
19,0.91,0.89,CC(=O)N1CCN(c2ccc(NCc3ccc(C(C)C)cc3)cc2)CC1
nt,-0.86,-0.8,Cn1c(=O)c2c(nc(SCCCO)n2Cc2ccccc2Cl)n(C)c1=O
nt,0.37,0.42,CC1(C)Oc2ccc3ccc(=O)oc3c2-c2cnoc21
37,0.37,-0.21,CC(=O)c1cc2c(cc1NC(=O)C1CC1)OCO2
46,nt,nt,CCN(CC)CCN(C)C(=O)c1ccc(OC2CCN(C(=O)C3CC3)CC2)cc1
-43,0.39,0.26,CCC(C)C(Nc1ccc(C(=O)OC)cc1[N+](=O)[O-])C(=O)OC (stereo not drawn)
-21,-1.6,-1.5,Cc1cccc(NS(=O)(=O)c2cc(C(=O)NCCC3=CCCCC3)ccc2Cl)c1
nt,-0.24,-0.09,COC(=O)Cc1ccc(NC(=S)NCCC(C)C)cc1
63,-0.73,-0.96,CCC1C/C(=C\c2cccnc2)C(=O)/C(=C/c2cccnc2)C1 (stereo not drawn)
nt,-0.49,-0.67,Cc1ccc(C(=O)Nc2ccc(Cl)cc2C(F)(F)F)c(Cl)c1
-11,1.6,1.8,COc1ccc2c(c1)Sc1ccccc1N2CCN(C)C
-27,-0.43,-0.17,CCSC(C)CC1C/C(=N/O)c2c(CC)noc2C1 (stereo not drawn)
nt,-0.87,0,COc1ccc(OC)c(C(=O)CSc2nccc(-c3ccc(Br)cc3)n2)c1
-3,0.21,-0.9,COC(=O)Cc1[nH]nc2c1C(c1c[nH]c3ccccc13)C(C#N)=C(N)O2 (stereo not drawn)
nt,0.8,1.1,COC(=O)c1ccc(C(=O)OC)c(N)c1
nt,-0.75,-0.56,COc1ccc(CCNC(=O)CSc2nc3c(c(=O)n(C)c(=O)n3C)n2C(C)C)cc1OC
-92,-0.82,-0.82,O=C(c1cccs1)N(Cc1cc2ccccc2[nH]c1=O)c1ccccc1
-19,2,2.9,N#Cc1ccc(C(=O)N/N=C/c2cn(CC(=O)O)c3ccccc23)c(F)c1
86*,0.72,1.1,CC(C)CSc1nsc(N)n1
-14,0.09,-0.74,CC1CCCCN1S(=O)(=O)c1ccc2c(c1)oc(=O)n2CC(=O)O (stereo not drawn)
7,-0.43,0.2,COc1ccc(C(=S)NC2CCCCC2)cc1
-38,1.2,1.5,O=C1OCCN1/N=C/c1ccc([N+](=O)[O-])o1
5,0.2,-0.04,Cc1cccc(C)c1OCC(O)Cn1nnc2ccccc21 (stereo not drawn)
-55,-0.26,-0.67,O=C(CSc1nnc(-c2cccnc2)n1-c1ccccc1)Nc1ccccn1
19,0.49,-0.29,CCC(C)c1ccc(O)c(NC(=O)c2ncn[nH]2)c1 (stereo not drawn)
-2,nt,nt,O=C(O)CCNc1nc(C(F)(F)F)nc2ccccc12
12,0.68,-0.14,O=C(NCc1ccco1)C1CC(=O)N(c2ccc(O)cc2)C1 (stereo not drawn)
22,0.18,0.12,O=c1[nH]c(=S)c2c(n1-c1ccccc1)CCC2
nt,-0.36,-0.31,O=c1c2ccccc2nnn1CSc1nnc(-c2ccc3c(c2)OCO3)o1
43,nt,nt,Cc1cc(C)n2nc(-c3ccccc3)cc2n1
33,1.9,2.7,COc1ccc(C(=O)N2CCN(C(=O)c3ccco3)CC2)cc1OC
-87,nt,nt,COc1ccccc1N1C(=O)c2ccc(C(=O)Nc3nccs3)cc2C1=O

The list continues.
Insulin prom inh,sdo1 growth,sdo1 growth Rescue 24 h,SMILES
-50,nt,nt,CCn1c(SCC(=O)N2c3ccccc3CCc3ccccc32)nc2c1c(=O)n(C)c(=O)n2C
38,nt,nt,CCC(C)Oc1ccc(/C=C/c2[nH]c(=O)[nH]c(=O)c2[N+](=O)[O-])cc1OC (stereo not drawn)
35,0.9,0.83,CCN(CC)CCCNC(=O)/C(=C\c1cccn1C)NC(=O)c1cccs1
nt,1.2,1.1,O=C(CSCC(=O)Nc1cccc([N+](=O)[O-])c1)Nc1ccccc1
25,0.82,0.59,COc1ccc(C(=O)NC(=S)Nc2cc(C)ccn2)cc1[N+](=O)[O-]
37,0.44,0.49,Cc1cc(=O)c2n(Cc3ccccc3Cl)nc[n+]2[nH]1
-21,nt,nt,CN(C)S(=O)(=O)c1cccc(COC(=O)c2ccc3c(c2)OCO3)c1
32,-2.5,-1.6,CN(CC(=O)Nc1nc2ccc(F)cc2s1)S(=O)(=O)c1ccc(Cl)cc1
25,0.66,-0.44,Cc1ccc(NC(=O)c2ccc(NS(=O)(=O)c3c(C)noc3C)cc2)cc1C
-24,0.56,1.2,COCC(N)(c1ccccc1)c1nc2ccccc2n1C (stereo not drawn)
-35,1.2,1.1,O=C(CCCCC(=O)NCc1cccs1)NCc1cccs1
-43,0.69,0.49,O=C(CCCCn1c(=S)[nH]c2ccsc2c1=O)NCc1ccco1
-40,1.9,2.3,COc1cc(C(=O)NC(=S)NNC(=O)c2cnccn2)cc(OC)c1OC
53,nt,nt,COc1cccc(-c2nc(SCC(=O)Nc3nc(-c4ccccc4)c(C)s3)[nH]c(=O)c2C#N)c1
27,0.1,0.46,S=C(Nc1ccccc1)N1N=CCC1c1ccccc1 (stereo not drawn)
60,nt,nt,O=C(O)c1cc2nc3c(c(C(F)(F)F)n2n1)CCCC3
9,0.75,0.7,CCC1(C)NC(=O)N(CC(=O)Nc2sc3c(c2C(N)=O)CCC3)C1=O (stereo not drawn)
-66,-0.54,-0.58,CCC(C)NC(=O)c1ccccc1NC(=O)CN(c1ccc(OC)cc1)S(C)(=O)=O (stereo not drawn)
-22,-0.16,0.35,O=C(/C=C/Nc1cccc(O)c1)c1ccccc1
19,nt,nt,Cc1cc(C)n(CCNC(=O)c2cc(COc3c(F)cccc3F)on2)n1
nt,0.24,-0.06,CCCC(=O)NNc1c2ccccc2nc2ccccc12
-40,0.77,0.91,COc1ccc(OC)c(N(CC(=O)N2CCc3ccccc3C2)S(C)(=O)=O)c1
6,0.54,0.23,C=CCn1c(N)cc(=O)nc1SCC(=O)Nc1ccc2ccccc2c1
nt,0.51,-0.18,COc1ccc(-n2c(Cc3cccn3C)nnc2SCC(N)=O)cc1

A draw from above in order of length of the SMILES, rising.
Insulin prom inh,sdo1 growth,sdo1 growth Rescue 24 h,SMILES
nt,0.24,-0.06,CCCC(=O)NNc1c2ccccc2nc2ccccc12
60,nt,nt,O=C(O)c1cc2nc3c(c(C(F)(F)F)n2n1)CCCC3
6,0.54,0.23,C=CCn1c(N)cc(=O)nc1SCC(=O)Nc1ccc2ccccc2c1
9,0.75,0.7,CCC1(C)NC(=O)N(CC(=O)Nc2sc3c(c2C(N)=O)CCC3)C1=O (stereo not drawn)
-40,0.77,0.91,COc1ccc(OC)c(N(CC(=O)N2CCc3ccccc3C2)S(C)(=O)=O)c1
-66,-0.54,-0.58,CCC(C)NC(=O)c1ccccc1NC(=O)CN(c1ccc(OC)cc1)S(C)(=O)=O (stereo not drawn)

Some of the entries so far, as tab-separated lines.
canonical_smiles	Insulin prom inh	sdo1 growth	sdo1 growth Rescue 24 h
COc1ccc(OC)c(N(CC(=O)N2CCc3ccccc3C2)S(C)(=O)=O)c1	-40	0.77	0.91
COc1ccc(-n2c(Cc3cccn3C)nnc2SCC(N)=O)cc1	nt	0.51	-0.18
Cc1cc(C)n(CCNC(=O)c2cc(COc3c(F)cccc3F)on2)n1	19	nt	nt
CCC(C)NC(=O)c1ccccc1NC(=O)CN(c1ccc(OC)cc1)S(C)(=O)=O (stereo not drawn)	-66	-0.54	-0.58
O=C(/C=C/Nc1cccc(O)c1)c1ccccc1	-22	-0.16	0.35

Carrying on:
Insulin prom inh,sdo1 growth,sdo1 growth Rescue 24 h,SMILES
16,0.96,0.81,O=C1NC(Cc2c[nH]c3ccccc23)C(=O)N1CCOc1ccc(F)cc1 (stereo not drawn)
-376,-0.64,-0.49,CCCSc1ccc2nc(NC(=O)OC)[nH]c2c1
31,0.3,-0.18,Cc1ccc(S(=O)(=O)NC(=O)N2CCCC(C)(C)C2)cc1
nt,-1.3,-0.4,O=C(Nc1nc2ccccc2n1CCOc1ccccc1)c1ccco1
30,-0.91,-1.5,Nc1cc(Cl)ccc1C(=O)OCC(=O)NC(=O)NCc1ccccc1
nt,0.16,0.57,Cc1nn(-c2ccc(Cl)cc2)c2[nH]c(=O)c(CNCc3ccc4c(c3)OCO4)cc12
29,-0.88,0.11,COc1cc(N=c2c([N+](=O)[O-])nn(-c3ccc4c(c3)OCCO4)n2O)cc(OC)c1
19,-0.6,-0.35,CC(=O)Nc1ccc(C(=S)NCc2ccco2)cc1

2 of these compounds, set out differently:
compound	Insulin prom inh	sdo1 growth	sdo1 growth Rescue 24 h
Cc1nn(-c2ccc(Cl)cc2)c2[nH]c(=O)c(CNCc3ccc4c(c3)OCO4)cc12	nt	0.16	0.57
COc1cc(N=c2c([N+](=O)[O-])nn(-c3ccc4c(c3)OCCO4)n2O)cc(OC)c1	29	-0.88	0.11

Next section
Insulin prom inh,sdo1 growth,sdo1 growth Rescue 24 h,SMILES
33,1.5,1.6,COc1ccc2nc(N3CCOCC3)cc(C)c2c1
-20,-0.67,-0.09,CC1CN(C2CCN(C(=O)c3cccc(Cl)c3)CC2)CC(C)O1 (stereo not drawn)
nt,-0.26,0.2,COC(=O)C1=C(C)N(Cc2ccc(C)cc2)C(=O)/C1=C\c1cc(OC)c(OC)c(OC)c1
11,nt,nt,CCc1ccc(OCc2nnc(SCc3ccc(C(=O)O)cc3)o2)cc1
8,0.07,-0.19,COC(=O)c1c(NC(=O)/C=C/C(=O)O)sc(Cc2ccccc2)c1C
-10,-0.58,-0.53,C=CCNCCCCOc1ccc(C)cc1[N+](=O)[O-]
8,-0.72,-1.1,Cc1cccc(C)c1Nc1nnc(SCC(=O)Nc2cc(S(=O)(=O)N3CCCCC3)ccc2Cl)s1
nt,0.51,0.4,Cc1ccc(C(c2sc3nc(C)nn3c2O)N2CCN(c3ccccc3F)CC2)cc1 (stereo not drawn)
25,-0.26,-0.74,O=C(Cn1cnc2ccccc2c1=O)NCC1COc2ccccc2O1 (stereo not drawn)
0,nt,nt,COc1ccc2[nH]c(=O)c(C(c3nnnn3CC3CCCO3)N3CCCCC3)cc2c1 (stereo not drawn)
nt,0.02,-0.74,COc1cccc(C2N(c3cccc(Cl)c3)C(=O)C3CCCN32)c1OC (stereo not drawn)
17,nt,nt,CC1(C)CC(N2CCOCC2)=CC(=[N+]2CCOCC2)C1
nt,-0.66,-1.1,N#Cc1c(-c2ccccc2)nc(-c2ccccc2)[nH]c1=O
14,0.12,-0.33,CCN1C(=O)c2cccc3c(S(=O)(=O)NCCCN4CCOCC4)ccc1c23
25,-0.34,1.4,O=S(=O)(c1ccc(F)cc1)N1CC2CCCN2c2ccc(C(F)(F)F)cc21 (stereo not drawn)
nt,1.3,1.5,CCCS(=O)(=O)N1CCC(C(=O)NCCCOC)CC1
36,1.8,1.6,O=C(CN1C(=O)NC2(CCCCCCC2)C1=O)N1CCN(C(=O)c2ccco2)CC1
-118,-0.91,-1.1,O=C(CSCc1ccccc1)N1CCN(c2ccccc2)CC1
nt,-0.44,0.09,O=c1[nH]c2cc(Cl)ccc2n(CCNc2ncc(C(F)(F)F)cc2Cl)c1=O
0,0.86,-0.63,CCc1[nH]nc2c1C(Cc1ccccc1)C(C#N)=C(N)O2 (stereo not drawn)
